High-throughput results: PubChem BioAssay, several laboratories
GSK3 alpha inh = human GSK-3 alpha kinase inhibition; ADP-Glo luminescence, 60 min; inhibition, % at 10 µM; hit rate 0.1% among 320,000; P49840;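 in the data active = inhibition above about 50%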;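 note: GST-tagged GSK-3 alpha with peptide substrate and 25 µM ATP; 0% = DMSO neutral wells and 100% = GW8510 positive control wells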
Target sequence (P49840 whole entry, looked up): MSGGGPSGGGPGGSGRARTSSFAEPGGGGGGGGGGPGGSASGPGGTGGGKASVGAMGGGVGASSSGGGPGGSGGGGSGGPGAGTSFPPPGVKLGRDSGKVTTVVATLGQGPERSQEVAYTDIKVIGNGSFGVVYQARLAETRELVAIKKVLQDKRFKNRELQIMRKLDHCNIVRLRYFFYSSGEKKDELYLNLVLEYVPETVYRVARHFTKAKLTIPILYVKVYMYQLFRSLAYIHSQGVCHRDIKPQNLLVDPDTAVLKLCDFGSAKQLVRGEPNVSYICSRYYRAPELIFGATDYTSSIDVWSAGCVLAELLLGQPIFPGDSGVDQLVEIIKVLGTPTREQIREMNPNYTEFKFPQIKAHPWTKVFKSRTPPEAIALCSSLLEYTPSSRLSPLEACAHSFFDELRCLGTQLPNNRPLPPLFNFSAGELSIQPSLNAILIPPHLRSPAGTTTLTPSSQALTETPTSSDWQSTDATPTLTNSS
PolyA inh = inhibitors of polyadenylation in S. cerevisiae | S. cerevisiae SKY197-pL101 polyadenylation reporter, beta-gal luminescence; efflux-impaired pdr1/pdr3 knockout yeast; score 100 = 6 SD above DMSO | calls only at 12 µM | hit rate 0.02% among 300,000 | AID 1875;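 active = lowest replicate activity score at least 50, where 100 means six control SD above control mean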;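 note: yeast exposed to compound for 9 h at 30 °C; higher score means more reporter readthrough which indicates perturbed polyadenylation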
aSyn 5UTR inh = 5' untranslated region of α-synuclein, MLPCN primary screen; alpha-synuclein 5'UTR reporter, inhibitor activity; inhibition, % (tested at 7.5 µM); hit rate 0.82% among 300,000; in the data active = inhibition above about 60%;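 note: H4 neuroglioblastoma cells stably carrying SNCA 5'UTR luciferase fusion; 0% = DMSO wells and 100% = positive control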
AI-2 QS mod = Vibrio harveyi AI-2 quorum sensing modulation | activity change, % at 7.5 µM | hit rate 0.4% among 300,000 | AID 2094 | Vibrio harveyi JMH597 AI-2 luminescence/OD600 ratio, 9 h; active compounds read low; strain lacks LuxN and CqsS sensors; 0 = neutral-control median; in the data active = activity change below about -75%, passing the limit was not always enough;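 note: luminescence divided by OD600 gain over 9 h not by final OD600 alone; inactives centre near 13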
KLF5 inh = kruppel-like factor 5 inhibition; DLD-1 KLF5 promoter-luciferase reporter, luminescence; inhibition, % at 5 µM; hit rate 0.23% among 290,000; AID 1700;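 active = inhibition above a per-plate limit of that plate's mean compound inhibition plus 3 SD, cut at about 60% in these data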;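 note: 0% = DMSO wells and 100% = LY294002 at 200 µM; higher means less KLF5 promoter-driven luciferase light; inactives centre near -14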
HSF-1 act = increases HSF-1 driven luciferase reporter signal | NIH3T3-HGL HSF-1 luciferase reporter, MG132, 8 h; 100% = twice DMSO control signal | activation, % at 9 µM | hit rate 1.7% among 300,000 | AID 504408;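 active = mean replicate activation of at least 50% with a set share of replicates each reaching 50%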;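 note: 0% = median of the neutral control wells and 100% = twice that signal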
IEC-6 tox = counter-screen for KLF5 inhibitors: cytotoxicity in IEC-6 cells | inhibition, % at 5 µM | hit rate 0.78% among 290,000 | IEC-6 cytotoxicity, luminescence viability; in the data active = inhibition above about 22%;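 note: 0% = plate median of test compound wells and 100% = cytotoxic reference compound wells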
HSF1 inh = HSF1 inhibition | NIH3T3-HGL HSE-luciferase, MG132-induced, luminescence 8 h; active compounds read low | activity change, negative = inhibition, % at 7.5 µM (by protocol) | hit rate 0.77% among 300,000;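 active = more than half of replicate wells show activity change below -50%, luminescence cut by over half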;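 note: luciferase reports HSF-1 transcriptional activity via heat shock element; 0% = median of DMSO wells and -100% = zero luminescence signal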
HSP90 refold inh = inhibitors of HSP90 luciferase refolding in rabbit reticulocyte lysate. luciferase refolding luminescence, 3 h. inhibition, % at 5.6 µM. hit rate 0.91% among 290,000. AID 1789;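 active = inhibition above the screen-wide mean plus 3 SD, computed separately per campaign, cut at about 16% in these data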;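 note: 0% = DMSO wells and 100% = 60 µM geldanamycin wells; inhibitors lower the luminescence because luciferase stays unfolded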
GSK3B inh = human GSK3beta kinase inhibition; GST-GSK3beta kinase, ADP-Glo luminescence, 60 min; active compounds read low; activity score (negative = inhibition), % at 10 µM; hit rate 0.038% among 300,000;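 active = more than half of replicate wells score below -50%, meaning over 50% inhibition versus plate controls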;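 note: 0% = median DMSO wells and -100% = median GW8510 positive control wells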
Target sequence (P49841 whole entry, looked up): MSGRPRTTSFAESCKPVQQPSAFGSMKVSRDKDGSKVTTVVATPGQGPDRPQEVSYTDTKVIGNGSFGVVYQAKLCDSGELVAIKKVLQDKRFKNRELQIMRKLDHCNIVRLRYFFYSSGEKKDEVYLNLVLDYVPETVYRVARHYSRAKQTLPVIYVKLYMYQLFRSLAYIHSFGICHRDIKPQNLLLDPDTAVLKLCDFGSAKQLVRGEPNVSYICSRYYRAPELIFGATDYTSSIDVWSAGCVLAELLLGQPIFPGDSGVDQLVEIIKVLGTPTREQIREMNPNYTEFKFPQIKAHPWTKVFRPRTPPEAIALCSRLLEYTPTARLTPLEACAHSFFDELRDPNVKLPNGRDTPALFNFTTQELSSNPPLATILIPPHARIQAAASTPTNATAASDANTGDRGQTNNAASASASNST
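Test system – GST-tagged human GSK3beta kinase, cell-free · Incubation – 60 min enzyme reaction, room temperature · Signal – ADP-Glo luminescence · Also added – peptide substrate and ATP at 25 µM · Controls – DMSO neutral wells and GW8510 at 20 µM as positive · Buffer or medium – Tris/MgCl2 kinase buffer · Measure – Luminescence-derived activity versus plate DMSO and GW8510 wells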
* marks the source's active call; other numbers are inactive results; i = inactive; · = no result given; & = joins results of further samples.

SMILES	GSK3 alpha inh	PolyA inh	aSyn 5UTR inh	AI-2 QS mod	KLF5 inh	HSF-1 act	IEC-6 tox	HSF1 inh	HSP90 refold inh	GSK3B inh
CS(=O)(=O)/C(C#N)=C/c1c(-c2ccccc2)nc2n1CCS2	-2	i	-16	·	-19	5	4	1	-1	-1
COc1ccc(-c2nnc3sc(COc4ccccc4)nn23)cc1	-2	i	4	3	-53	-2	-2	5	2	1
O=C(COc1ccc(-n2cnnn2)cc1)Nc1ccccc1Cl	-1	i	-22	16	-9	7	-6	1	-2	0
CCOc1ccc(/C(C)=N\NC(=O)Cc2ccccc2)cc1	6	i	12	24	-29	5	-2	1	-2	-1
Nc1ccc(N2CCCCC2)c2nonc12	1	i	-4	11	-17	23	-9	2	1	-5
O=C(NCc1cccc(Cl)c1)C1CCC(=O)N(CC2CCCCC2)C1 (stereo unspecified)	5	i	7	40	-6	-9	3	-6	-1	5
COc1ccc(NC(=S)NC2CC3CCC2C3)c(OC)c1 (stereo unspecified)	-1	i	-20	1	-21	3	7	-2	3	2
Cc1cc(Cl)cc(Br)c1OCCCN1C(=O)NC(C)(C)C1=O	1	i	-12	19	-40	75*	-1	32	-7	1
Cn1c(N)c(C(=O)COC(=O)c2cc(C(F)(F)F)nc3ccccc23)c(=O)n(C)c1=O	-30	i	3	54	6	5	-6	-12	-1	1
Cc1c(NC(=O)c2ccc3c(c2)OCO3)cccc1-c1nc2ccccc2o1	-2	i	-1	30	1	8	-5	2	2	0
COc1ccc(/C=N/n2c(-c3ccccc3)n[nH]c2=S)cc1	4	i	13	16	-49	-1	-7	3	1	1
COc1cccc(-c2noc(C3CCCN(S(=O)(=O)c4cccc(Cl)c4C)C3)n2)c1 (stereo unspecified)	0	i	-12	5	-3	16	-10	-5	0	1
CC(=O)N1c2c(cc(Br)cc2S(=O)(=O)NCc2cccnc2)CC1C (stereo unspecified)	11	i	1	21	-29	36	5	5	-2	-2
CCc1ccc(/C(C)=N/NS(=O)(=O)c2ccc(OC)cc2)s1	·	i	3	-11	-2	22	3	4	1	-3
O=C1C2C(c3ccccc3)C=CC(c3ccccc3)C2C(=O)N1CCO (stereo unspecified)	5	i	17	21	1	·	3	·	0	-2
CCC(C)NC(=O)c1cc(-c2ccc3c(c2)OCO3)on1 (stereo unspecified)	-2	i	-141	38	-109	41	5	16	7	-1
O=c1cc[nH]c2c(Cl)cccc12	2	i	-17	4	-22	32	1	10	-1	0
CCCNC(=O)NC(=O)COC(=O)CC(NC(N)=O)c1ccc(Cl)cc1 (stereo unspecified)	2	i	16	16	-19	2	-3	3	2	4
Cc1csc(NC(=O)c2ccc(Cl)cc2[N+](=O)[O-])n1	0	i	-92	15	-93	47	-2	16	3	1
NNC(=O)c1cc(C2CC2)nc2ccc(Br)cc12	-1	i	8	30	-9	3	-4	3	-4	-1
CCCCN(CCCC)CCNC(=O)CN1C(=O)COc2ccc(S(=O)(=O)N3CCC(C)CC3)cc21	-3	i	-5	5	-33	5	-3	-1	-6	2
C/C(=N\NC(=O)c1ccc(Cl)cc1)c1cccnc1	-2	i	-92	14	-45	8	-3	8	-3	3
O=C(CSc1ccc2nnc(-c3ccc(F)cc3)n2n1)NCc1ccco1	12	i	12	22	-7	-9	-4	0	1	1
COc1ccc(NC(=O)C2CCCN(C(=O)Nc3ccc(OC)cc3)C2)cc1 (stereo unspecified)	10	i	10	33	-2	0	-1	2	-2	-1
O=C(Cc1cc(=O)[nH][nH]1)N/N=C/c1c(Cl)cccc1Cl	-2&-1	i	3&-1	7&45	-21&-21	-16&-7	-3&-3	-7&0	2&6	1&3
Cn1c(=NC(=O)C(C)(C)C)sc2cccc(F)c21	-1	i	15	22	0	14	3	1	1	2
COc1ccc(CNC(=O)C2CCN(S(=O)(=O)c3cccc4nsnc34)CC2)cc1	-1	i	6	20	-4	13	-5	11	2	5
O=C(O)c1cc(S(=O)(=O)Nc2cccc3ccccc23)c(Cl)cc1Cl	-8	i	17	12	11	-2	4	2	10	3
CCOC(=O)CCCCNC(=O)Nc1ccccc1	·	i	5	14	-13	4	-2	-5	-1	1
Cc1cc(C(=O)CSc2nc(N)cc(=O)[nH]2)c(C)n1CCc1ccc(Cl)cc1	2	i	-6	26	0	9	-6	-7	2	3
Cc1ccc(S(=O)(=O)N(C)/N=C/c2ccc(C(=O)O)cc2)cc1	15	i	-19	13	-34	11	-6	3	-3	-4
Nc1nonc1-n1nnc(C(=O)N/N=C\c2ccncc2)c1CN1CCCCC1	107*	i	-4	12	8	11	-1	13	0	-94*
C#CC[N+]1(CC#Cc2ccccc2)CCCCC1	-3	i	8	22	-26	82*	-8	49	-1	1
O=C(CSc1nncn1-c1ccccc1)NC1CCCc2ccccc21 (stereo unspecified)	1	i	-8	-5	-4	8	-4	-8	8	1
COc1ccc(OCC(=O)Nc2ccc3c(c2)nc(CN2CCN(C(C)=O)CC2)n3C)cc1	-1	i	4	44	-32	1	-4	-6	0	-3
CCC(C)NS(=O)(=O)c1ccc(OCC(=O)N2CCC(C)CC2)cc1 (stereo unspecified)	-3	i	2	20	3	-5	4	-3	-3	2
Cc1oc2c(CN3CCCC3)c(O)ccc2c(=O)c1-c1ccc(Cl)cc1	-4	i	-2	20	-21	4	-5	1	0	4
C=CCn1c(CSCc2ccc(F)cc2)n[nH]c1=S	-1	i	-2	10	-22	5	-2	1	10	1
CC(=O)Oc1ccc2occ(-c3ccccc3)c2c1	0	i	-137	22	-58	9	-7	-2	-2	1
O=C(Oc1ccc(Br)cc1C(=S)N1CCCC1)c1ccccc1F	2	i	-2	6	-7	26	0	-5	-4	-2

A draw from above in order of number of heavy atoms, smallest number first:
SMILES	GSK3 alpha inh	PolyA inh	aSyn 5UTR inh	AI-2 QS mod	KLF5 inh	HSF-1 act	IEC-6 tox	HSF1 inh	HSP90 refold inh	GSK3B inh
C#CC[N+]1(CC#Cc2ccccc2)CCCCC1	-3	i	8	22	-26	82*	-8	49	-1	1
CCOC(=O)CCCCNC(=O)Nc1ccccc1	·	i	5	14	-13	4	-2	-5	-1	1
CCC(C)NC(=O)c1cc(-c2ccc3c(c2)OCO3)on1 (stereo unspecified)	-2	i	-141	38	-109	41	5	16	7	-1
CCOc1ccc(/C(C)=N\NC(=O)Cc2ccccc2)cc1	6	i	12	24	-29	5	-2	1	-2	-1
Cc1ccc(S(=O)(=O)N(C)/N=C/c2ccc(C(=O)O)cc2)cc1	15	i	-19	13	-34	11	-6	3	-3	-4
O=C(Oc1ccc(Br)cc1C(=S)N1CCCC1)c1ccccc1F	2	i	-2	6	-7	26	0	-5	-4	-2
CC(=O)N1c2c(cc(Br)cc2S(=O)(=O)NCc2cccnc2)CC1C (stereo unspecified)	11	i	1	21	-29	36	5	5	-2	-2
O=C1C2C(c3ccccc3)C=CC(c3ccccc3)C2C(=O)N1CCO (stereo unspecified)	5	i	17	21	1	·	3	·	0	-2
Nc1nonc1-n1nnc(C(=O)N/N=C\c2ccncc2)c1CN1CCCCC1	107*	i	-4	12	8	11	-1	13	0	-94*
COc1ccc(OCC(=O)Nc2ccc3c(c2)nc(CN2CCN(C(C)=O)CC2)n3C)cc1	-1	i	4	44	-32	1	-4	-6	0	-3

The list continues:
SMILES	GSK3 alpha inh	PolyA inh	aSyn 5UTR inh	AI-2 QS mod	KLF5 inh	HSF-1 act	IEC-6 tox	HSF1 inh	HSP90 refold inh	GSK3B inh
CC1CN(C(=O)CSc2nnc(-c3ccncc3)n2-c2ccccc2)CC(C)O1 (stereo unspecified)	-6	i	7	20	-15	-1	2	-4	-1	-3
CCN(CC(=O)NCc1cccs1)C(=O)c1ccc(-c2cccc(C(F)(F)F)c2)o1	-2	i	25	8	·	12	·	0	·	-4
CCN1CCc2nc(N)sc2C1	2	i	4	12	-5	-12	2	-4	0	4
CC1CCCCN1S(=O)(=O)c1ccc(C(=O)Nc2nnc(-c3ccccn3)o2)cc1 (stereo unspecified)	-1	i	-5	19	-25	18	0	2	-1	1
Cc1ccsc1C(=O)OCC(=O)NCCNC(=O)COC(=O)c1sccc1C	0	i	-5	8	·	4	·	-2	·	1
NC(=O)N1c2ccccc2C=Cc2ccccc21	-1&0	i	-21	18	-10	-3	0	-2	2	-3
COc1ccc(OC)c(NC(=O)C(=O)c2cn(CC(=O)N3CCCC3)c3ccccc23)c1	2	i	13	4	-23	5	2	3	-2	1
CCOC(=O)c1cc(C#N)c(N2CCCCC2)nc1-c1ccccc1	-1	i	32	18	6	-2	-2	-5	1	1
CC(C)(C)NS(=O)(=O)c1ccc2[nH]c3c(c2c1)CCCCC3	-1	i	-7	16	-47	15	-4	17	-1	-1
Cc1ccc2nc(N3CC(=O)Nc4ccccc43)nc(-c3ccccc3)c2c1	-1	·	·	·	13	·	7	·	3	·
CCCCn1c(NCc2cccs2)nc2ccccc21	-3	i	25	20	16	-4	7	7	4	-1
Cc1cccc(CSCCNC(=O)c2ccc(CN3CCOCC3)cc2)c1	-2	i	4	6	-10	7	-1	-3	-4	-20
COc1ccc(NC(=O)C2CCCC2)cc1	-1	i	-12	24	-12	-31	2	-13	-2	3
COc1ccc2nc(C)cc(SCC(=O)Nc3c(C)cc(C)cc3C)c2c1	2	i	17	5	3	13	-6	0	-5	4
COc1ccc(Cl)cc1NC(=S)NCCSc1ccc(C)cc1	1	i	3	27	-6	8	-2	4	-5	1
O=C(c1cc(Cl)cc(Cl)c1)N1CCC(=O)N(C(COCc2ccccc2)Cc2ccccc2)CC1 (stereo unspecified)	-3	i	-10	4	-4	18	2	9	8	0
Clc1ccc(OCc2nnc(-c3ccccc3Br)o2)cc1	-2	i	-10	-33	11	44	0	15	-1	2
COc1ccccc1C(OC(=O)c1ccco1)C(=O)NCc1ccc(F)cc1 (stereo unspecified)	-1	i	-3	13	10	-17	0	4	-4	0
CC(Oc1ccc(Cl)cc1)c1ccnn1S(=O)(=O)c1ccccc1 (stereo unspecified)	-1	i	32	5	-32	1	-1	2	-2	2
Cc1cc(C)n(CCc2nc(-c3ccc(C(C)(C)C)cc3)cs2)n1	-2	i	4	23	1	-12	-1	-3	1	-1

Whole records as entered above. Order of screens: GSK3 alpha inh	PolyA inh	aSyn 5UTR inh	AI-2 QS mod	KLF5 inh	HSF-1 act	IEC-6 tox	HSF1 inh	HSP90 refold inh	GSK3B inh
`Cc1cc(C)n(CCc2nc(-c3ccc(C(C)(C)C)cc3)cs2)n1` is entered as -2	i	4	23	1	-12	-1	-3	1	-1
`COc1ccc2nc(C)cc(SCC(=O)Nc3c(C)cc(C)cc3C)c2c1` is entered as 2	i	17	5	3	13	-6	0	-5	4

Some of the compounds tested; the hit share may differ from the screen's.
